Screening data (PubChem)
SENP1 FRET inh: human SENP1 catalytic domain inhibitors, primary screen, biochemical, FRET, uHTS; inhibition, % at 10 µM; AID 624204, 2012; recombinant SENP1 catalytic domain, CyPet-SUMO1-YPet FRET cleavage; Sentrin-specific protease 1 (Homo sapiens), Q9P0U3; 360,000 tested, 0.21% active;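 active means inhibition at least 30% at 10 µM, raw YFP signal under a set limit, fluorescence ratio 0.5 to 1.5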;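 further: 0% = enzyme with DMSO and 100% = no enzyme wells; some results filed as inactive read as strong as hits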
Target sequence (Q9P0U3 419-644 limits assumed): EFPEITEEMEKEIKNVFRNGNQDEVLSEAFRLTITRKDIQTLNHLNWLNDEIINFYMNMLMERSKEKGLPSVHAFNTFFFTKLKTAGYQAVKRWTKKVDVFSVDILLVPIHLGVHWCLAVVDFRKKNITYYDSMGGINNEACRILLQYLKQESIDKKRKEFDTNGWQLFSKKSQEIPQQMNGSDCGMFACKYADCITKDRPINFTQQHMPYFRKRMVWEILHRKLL
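Test system: recombinant human SENP1 catalytic domain, His6-tagged / Medium: pH 8 Tris buffer with EDTA, NaCl, BME, BSA, NP40, catalase / Also added: SUMO1 FRET substrate flanked by Cypet and Ypet, 25 nM / Times: 50 min reaction at room temperature / Signal: FRET, CFP and YFP emission / Control set: no-enzyme low control and enzyme-plus-DMSO high control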
SENP8 block-1: human SENP8 protease inhibitors, primary screen, biochemical, fluorescence, Nedd8 protein substrate, uHTS | Sentrin-specific protease 8 (Homo sapiens), Q96LD8 | recombinant SENP8 | inhibition, % at 20 µM | 360,000 tested, 0.64% active | AID 602440, 2012; in the data active means inhibition mostly above about 40%, no sharp cut-off; inactive means mostly below about 27%
SENP7 block: SENP7 protease inhibitors, primary screen, biochemical, luminescence, uHTS; inhibition, % at 5 µM; Sentrin-specific protease 7 (Homo sapiens), Q9BQF6; AID 434973, 2010; recombinant SENP7, Z-RLRGG-aminoluciferin luminescence, 40 min; 330,000 tested, 1.5% active;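 active means inhibition above about 50% at the single test dose, limit read from the data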;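 further: plate controls were DMSO with enzyme for no effect and no enzyme buffer wells for full effect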
Apaf-1 inh: inhibitors of human Apaf-1 apoptosome, primary screen, biochemical, DEVD-Rh110 fluorescence, uHTS. Apoptotic protease-activating factor 1 (Homo sapiens), O14727. reconstituted apoptosome caspase-3 activity. inhibition, % at 20 µM. 330,000 tested, 0.71% active. AID 489030, 2010; active means inhibition of at least 40% at 20 µM;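 further: plate controls were DMSO wells for no effect and DEVD-CHO caspase inhibitor wells for full effect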
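System: Apoptosome proteins | Medium: Hepes pH 7.5 with detergent and BSA | Also added: Cytochrome c trigger plus (Z-DEVD)2-Rh110 caspase-3 substrate | Incubation: 30 min compound preincubation, 50 min activation, room temperature | Detection: Rhodamine 110 fluorescence at Ex 480/Em 540 nm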
PfGluPho inh: PfG6PD enzyme inhibitors, primary screen, biochemical, fluorescence intensity, uHTS; glucose-6-phosphate dehydrogenase-6-phosphogluconolactonase (Plasmodium falciparum 3D7); PfGluPho enzyme, NADPH resazurin-diaphorase fluorescence; inhibition, % at 20 µM; 350,000 tested, 0.78% active;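 active means inhibition reaching at least a set limit at 20 µM in the primary screen, cut at about 59% in these data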;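 further: 0% = DMSO wells with substrate and 100% = DMSO wells lacking glucose-6-phosphate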
HKDC1 inh: HKDC1 hexokinase inhibitors, primary screen, biochemical, fluorescence, uHTS | Q2TB90 | recombinant HKDC1, G6PDH/diaphorase resazurin coupled fluorescence | inhibition, % at 20 µM | 340,000 tested, 0.16% active | AID 493160, 2011;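 active means inhibition above about 35% when tested at 20 µM, limit read from the data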;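 further: plate controls were DMSO wells with enzyme for no effect and DMSO wells lacking enzyme for full effect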
Target sequence (Q2TB90 whole entry, looked up): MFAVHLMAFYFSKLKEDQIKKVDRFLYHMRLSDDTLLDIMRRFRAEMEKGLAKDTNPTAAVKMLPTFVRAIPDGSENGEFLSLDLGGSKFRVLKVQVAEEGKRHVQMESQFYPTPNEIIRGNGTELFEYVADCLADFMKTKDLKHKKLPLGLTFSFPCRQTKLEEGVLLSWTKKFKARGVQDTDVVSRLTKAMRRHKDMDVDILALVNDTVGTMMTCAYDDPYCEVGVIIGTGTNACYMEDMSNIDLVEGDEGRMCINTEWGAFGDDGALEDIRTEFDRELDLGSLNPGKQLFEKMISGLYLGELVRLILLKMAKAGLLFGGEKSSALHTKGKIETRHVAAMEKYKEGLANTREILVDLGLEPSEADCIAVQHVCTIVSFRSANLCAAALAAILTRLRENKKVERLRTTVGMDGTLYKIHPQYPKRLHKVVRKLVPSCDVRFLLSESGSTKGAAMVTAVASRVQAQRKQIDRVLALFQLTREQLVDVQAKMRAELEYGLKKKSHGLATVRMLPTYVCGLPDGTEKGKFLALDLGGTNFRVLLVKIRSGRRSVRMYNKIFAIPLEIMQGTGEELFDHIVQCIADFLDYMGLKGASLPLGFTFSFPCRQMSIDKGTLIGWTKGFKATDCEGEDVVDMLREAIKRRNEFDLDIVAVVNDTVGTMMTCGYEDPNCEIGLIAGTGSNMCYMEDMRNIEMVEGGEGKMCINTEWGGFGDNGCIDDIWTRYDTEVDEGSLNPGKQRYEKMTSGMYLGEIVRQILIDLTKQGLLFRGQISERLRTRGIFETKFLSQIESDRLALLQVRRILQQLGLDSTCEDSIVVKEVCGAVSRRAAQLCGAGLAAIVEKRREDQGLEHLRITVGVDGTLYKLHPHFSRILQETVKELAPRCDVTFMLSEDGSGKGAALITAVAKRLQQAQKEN
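Test system: recombinant HKDC1 (HK5) hexokinase enzyme, produced in-house / Doses: 20 µM test compound, 1% DMSO / Timing: 90 min, room temperature / Detection: G6PDH/diaphorase-coupled fluorescence, 1 mM NADP, 100 µM resazurin, 525/613 nm / Control set: DMSO wells with and without enzyme mix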
SENP8 block-2: SENP8 protease inhibitors, primary screen, biochemical, luminescence; Sentrin-specific protease 8 (Homo sapiens), Q96LD8; purified SENP8, Z-RLRGG-aminoluciferin cleavage; inhibition, % at 10 µM; 330,000 tested, 1.2% active; AID 2540, 2010; in the data active means inhibition above about 50%
SENP6 block: SENP6 protease inhibitors, primary screen, biochemical, luminescence, uHTS; Sentrin-specific protease 6 (Homo sapiens), Q9GZR1; Recombinant SENP6 catalytic domain, aminoluciferin luminescence; inhibition, % at 10 µM; 330,000 tested, 1.8% active; AID 2599, 2010;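 active means inhibition above about 50% at the single tested dose, limit read from the data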;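 further: plate controls were DMSO wells with enzyme for no effect and DMSO wells lacking enzyme for full effect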
The depositor's hits bear a star; i = inactive; nt = not tested or not shown.

SMILES	SENP1 FRET inh	SENP8 block-1	SENP7 block	Apaf-1 inh	PfGluPho inh	HKDC1 inh	SENP8 block-2	SENP6 block
CC(Oc1ccc([N+](=O)[O-])cc1Cl)C(=O)Nc1ccc(C(N)=O)cc1 (stereo not drawn)	0	5	6	2	-4	-7	2	-9
C/C=C/C(=O)NCCc1ccc(OC)c(OC)c1	2	26	-12	-1	1	-8	-5	-8
COC(=O)c1ccc(CSc2nnc3n(Cc4ccccc4OC)c(=O)c4ccccc4n23)o1	2	1	-10	11	24	8	-2	1
CCOc1ccc(C(C)=O)cc1COC(=O)CNC(=O)C12CC3CC(CC(C3)C1)C2	3	14	-14	6	-10	8	5	-6
O=[N+]([O-])c1ccc(-c2nnc(-c3ccccc3)c(NCCCO)n2)cc1	0	17	-4	12	9	-9	-5	6
O=C(/C=C/c1ccccc1Cl)N(Cc1ccc(Cl)cc1)C1CCS(=O)(=O)C1 (stereo not drawn)	2	28	9	17	13	-2	-3	0
CC(=O)Nc1cccc(-c2nc3ccccc3s2)c1C	0	6	-9	2	0	-12	-10	-16
CC1CCCN(CCS(=O)(=O)c2ccccc2)C1 (stereo not drawn)	1	1	1	-21	-8	-6	-6	-9
CC(NC(=O)C1CCCN1S(=O)(=O)c1cccc2nsnc12)c1ccccc1 (stereo not drawn)	3	12	-15	-3	-15	-3	-9	-6
CCn1c(N)c(C(=O)Nc2ccccc2C(=O)OC)sc1=S	-1	13	10	16	54	0	-13	-10
CSc1n[nH]c(NCc2ccc(Cl)cc2)n1	2	13	5	-13	5	-4	3	8
Cc1ccc(C2(C)NC(=O)N(CC(=O)N(c3ccccc3)C3CCS(=O)(=O)C3)C2=O)cc1 (stereo not drawn)	-12	-14	1	-5	1	-4	9	11
COc1cc(S(=O)(=O)N(C)C)ccc1F	2	-2	2	0	-12	-11	-7	1
CCn1c(COc2ccc(=O)n(-c3ccccc3)n2)nnc1SCc1ccc(C)cc1	-2	15	1	4	-1	0	5	-9
O=Cc1c(-c2ccc(F)cc2)nc2ccccn12	1	12	-16	3	-5	-4	-15	-11
CN(C)c1ccnc(-n2cccc2/C=N/O)c1C#N	3	9	-2	-4	-22	10	-2	-10
O=C(Nc1ccccc1)N1CCOCC1	5	17	2	-3	1	3	-7	5
CCN(CC)CCNC(=O)Cn1c(-c2ccccn2)nc2ccccc21	-9	-52	-1	0	5	9	-13	-6
Cc1cc2nc3c(=O)n(Cc4ccccc4)c(=O)[nH]c3nc2cc1N	-35	-81	-7	5	54	21	3	2
O=C(NCc1ccco1)c1ccc(Cl)nc1	2	9	7	-25	9	-1	1	-12

Just HKDC1 inh, for 4 of the compounds above:
SMILES,HKDC1 inh
CCn1c(COc2ccc(=O)n(-c3ccccc3)n2)nnc1SCc1ccc(C)cc1,0
CC1CCCN(CCS(=O)(=O)c2ccccc2)C1 (stereo not drawn),-6
CC(=O)Nc1cccc(-c2nc3ccccc3s2)c1C,-12
O=[N+]([O-])c1ccc(-c2nnc(-c3ccccc3)c(NCCCO)n2)cc1,-9

Remaining list, next part
SMILES	SENP1 FRET inh	SENP8 block-1	SENP7 block	Apaf-1 inh	PfGluPho inh	HKDC1 inh	SENP8 block-2	SENP6 block
O=C(O)c1cc(-c2cc(C(=O)O)c3ccccc3n2)ccc1O	0	-375	nt	nt	-4	5	nt	nt
CCOc1ccc(CCNC(=O)C2CCN(S(=O)(=O)N3CC(C)CC(C)C3)CC2)cc1OCC (stereo not drawn)	2	18	7	31	-3	-7	2	14
COc1ccc(S(=O)(=O)Cc2ccc(C(=O)NC3CCCC3)o2)cc1	1	3	-5	-2	-4	-8	-1	4
O=C(Cc1ccccc1)NCc1ccc(-n2cccc2)cc1	2	15	8	-5	-4	-4	3	5
Cc1ccc(C(=O)N2[C@@H]3CN(C)C(=O)[C@@]2(Cc2ccccc2)[C@H]2C(=O)N(Cc4ccccc4)C(=O)[C@@H]32)cc1	-10	-3	nt	nt	-2	-2	nt	nt
CCOC(=O)CSc1nc(=O)n2cccc(C)c2n1	0	-98	3	0	7	10	2	-13
CC1CCN(S(=O)(=O)c2cccc(C(=O)NC3CCCCC3)c2)CC1	1	15	-2	12	-12	1	0	21
Cc1cccc(N2CCN(C(=O)C3CCN(c4ncnc5c4nc4n5CCCCC4)CC3)CC2)c1C	-1	5	3	28	3	1	4	-1
COC(=O)C1CSc2[nH]c(=O)sc2C1c1ccccc1 (stereo not drawn)	19	7	9	-11	2	-1	0	-4
O=C(CN1CCCc2ccccc21)Nc1ccc(F)cc1[N+](=O)[O-]	4	30	-4	7	-19	-2	-6	-11
O=C(CSCc1ccc(Cl)cc1)Nc1ccc2c(c1)OCO2	-1	-200	10	7	-1	2	5	-7
O=S(=O)(O)c1cc2oc(-c3ccccc3)nc2c2ccccc12	-4	i	0	-3	-14	9	36	26
CCN(C(=O)COC(=O)c1cccc(C)c1[N+](=O)[O-])c1c(N)n(Cc2ccccc2)c(=O)[nH]c1=O	0	1	-8	0	-1	0	1	-10
O=C(NCCc1ccc(Cl)cc1)c1cnccn1	1	11	-14	2	-3	-4	-11	-7
COc1ccc(-c2cc(=O)oc3c(C)c(OCc4nn[nH]n4)ccc23)cc1	2	-23	-5	4	-44	5	-5	-7
OC[C@H]1O[C@@H](Oc2ccc(O)cc2)[C@H](O)[C@@H](O)[C@@H]1O	3	7	nt	nt	12	-1	nt	nt
Cc1cccc(C2CC(c3ccccc3)Nc3ncnn32)c1 (stereo not drawn)	0	-13	6	1	8	1	-8	9
Nc1nonc1OCCN1CCN(c2ccc([N+](=O)[O-])c3cccnc23)CC1	-19	47*	-7	-16	25	16	-2	1
COc1ccccc1-c1cc2nc(C)c(CCC(=O)NC(C)CCc3ccco3)c(C)n2n1 (stereo not drawn)	0	-382	8	8	4	-2	-4	-13
CCN(CC)C(=S)NCCc1ccccc1	0	16	-12	-7	-10	-5	-15	-2
CC(C)c1ccc(NC(=O)C2=NNC(=O)CC2)cc1	0	9	5	-16	-12	-2	-4	0
Cc1ccc(NC(=O)c2ncn(CC(=O)N3CCN(c4ccccn4)CC3)n2)cc1C	1	-7	11	15	-3	-6	nt	nt
COC(=O)[C@H](CC(C)C)NC(=O)Cn1cnc2c(OCc3ccccc3)ncnc21	2	2	9	11	-6	-2	-5	8
Cc1ccc(Cl)cc1N1CCN(C(=O)Cn2ncn3cccc3c2=O)CC1	1	9	-8	8	14	-6	-5	-6
COC(=O)Cn1c2ccc(C)cc2c2nc3ccccc3nc21	-31	-256	17	7	27	0	-2	3
O=C(Cc1ccc(Cl)c(Cl)c1)Nc1ccc(S(=O)(=O)Nc2ncccn2)cc1	-4	-9	2	-8	-14	-4	-1	-19
O=C(NCc1cccnc1)C1CC(c2ccccc2Cl)=NO1 (stereo not drawn)	2	5	10	-1	-29	3	13	1
CCCN(CCC)C(=O)c1cn(CC)c2ccc(S(=O)(=O)N3CCCCC3)cc2c1=O	2	11	9	-2	4	-10	-5	-8
N#Cc1ccccc1CSc1nc(N2CCCCC2)nc(N2CCCCC2)n1	2	24	3	11	16	9	-1	-20
CC(C)CSc1nc2ccccc2c(=O)[nH]1	1	-1	-2	8	19	-1	-17	-23
CCCCOc1ccc(N=Cc2cccs2)cc1	-2	12	-5	-14	0	-8	-8	-6
Clc1ccc(-n2ncc3c(NCc4ccccn4)ncnc32)cc1	1	15	-3	14	-2	7	-7	-3
COc1cc(CN2CCNC(=O)C2CC(=O)NCCCN2CCOCC2)cc(OC)c1 (stereo not drawn)	0	-9	2	3	7	5	-4	7
CC(C)N=C(NC#N)SCc1ccc(F)cc1	1	14	-1	-18	-1	-8	4	8
O=C(Nc1ccccc1)Nc1ccc(Br)c(Cl)c1	4	15	26	3	15	12	11	17
CCN(CC)C(=O)CSc1nnc(-c2ccc(O)cc2)n1CC1CCCO1 (stereo not drawn)	3	11	-7	3	-16	-3	-5	4
CCN(Cc1ccccc1)C(=O)CSc1ccccc1C(=O)O	0	15	4	1	1	-12	-2	-13
CN(Cc1c(F)cccc1Cl)c1nnnn1-c1ccccc1	-6	21	1	-64	-9	1	2	-8
Cc1noc(NS(=O)(=O)c2ccc(N3C(=O)c4ccccc4C3=O)cc2)c1C	3	30	0	3	0	7	-5	-3
COC(=O)NNC(=O)COc1ccc(Cl)cc1	4	8	8	-9	0	-6	1	-14

One compound at a time, as listed above:
`O=[N+]([O-])c1ccc(-c2nnc(-c3ccccc3)c(NCCCO)n2)cc1` as listed: SENP1 FRET inh: 0; SENP8 block-1: 17; SENP7 block: -4; Apaf-1 inh: 12; PfGluPho inh: 9; HKDC1 inh: -9; SENP8 block-2: -5; SENP6 block: 6
`N#Cc1ccccc1CSc1nc(N2CCCCC2)nc(N2CCCCC2)n1` as listed: SENP1 FRET inh: 2; SENP8 block-1: 24; SENP7 block: 3; Apaf-1 inh: 11; PfGluPho inh: 16; HKDC1 inh: 9; SENP8 block-2: -1; SENP6 block: -20

Continued:
SMILES	SENP1 FRET inh	SENP8 block-1	SENP7 block	Apaf-1 inh	PfGluPho inh	HKDC1 inh	SENP8 block-2	SENP6 block
C=C1CCN(C(C(=O)OC)C(C)C)S(=O)(=O)c2ccccc21 (stereo not drawn)	3	13	-8	3	-11	-3	3	-4
CNC(=S)N/N=C/c1ccc(N(C)C)cc1	-10	-418	-8	4	11	-2	-12	-22
Cc1ccc2c(c1)c1c3n2CCN(C=O)C3CCC1 (stereo not drawn)	3	-56	-2	4	4	7	3	-1
N#CC1=C(N)SC(N)=C(C#N)C1c1cccc(O)c1	-22	-35	4	1	48	1	3	-12
O=C(NC(Cc1c[nH]c2ccccc12)C(=O)O)/C(=C\c1ccccc1)NC(=O)c1ccccc1 (stereo not drawn)	1	6	0	2	-25	2	2	-6
CC(=O)Nc1ccc(-n2nnnc2SCC(=O)NC2CCCC2)cc1	3	5	-6	-6	2	-7	6	10
Cc1csc(NC(=O)c2ccncc2)n1	-7	-1	8	-11	26	-4	2	0
CCCCCC1CCC(c2nnc(SCC(C)=O)o2)CC1 (stereo not drawn)	1	13	4	-2	1	-8	4	30
O=S(=O)(c1ccccc1)N1CCC(O)(CSc2ccc(F)cc2)CC1	-2	7	6	15	4	-4	3	-9
Cc1ccc(Cl)cc1NC(=O)C1COc2ccccc2O1 (stereo not drawn)	1	12	-15	1	2	-4	-13	0
O=C(NCc1ccc2c(c1)OCO2)c1cc(-c2ccccc2)nn1CC1CC(c2cccnc2)=NO1 (stereo not drawn)	0	6	-3	2	-2	1	-10	-6
COc1ccc(C(=O)NC2CC(C)(C)Cc3c2cnn3-c2ccccc2)cc1OC (stereo not drawn)	4	22	-4	1	5	-2	2	1
CN1CCN(NC(=O)/C=C/c2cccc([N+](=O)[O-])c2)CC1	-1	6	11	2	-8	-3	1	6
COc1ccc(OC)c(C(=O)c2coc3cc(Br)c(O)c(Br)c23)c1	3	4	-5	1	6	6	-23	-30

An unsorted share of the library (roughly 3.6% active in at least one column).
